MITF primary – inhibitors of human MITF; O75030; AlphaScreen MITF homodimerization, bead proximity signal; inhibition, % at 2.6 µM; actives 0.91% (n = 650,000); in the data active = inhibition above about 50%;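 note: 0% = vehicle wells with protein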
GPR151 ag – activators of human GPR151. Q8TDV0. PathHunter beta-arrestin GPR151 cells, luminescence. actives 1% (n = 650,000). activation, % at 11.2 µM; in the data active = activation above about 4.9%;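 note: 0% = median of compound wells and 100% = cells with positive control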
Target sequence (Q8TDV0 whole entry, looked up): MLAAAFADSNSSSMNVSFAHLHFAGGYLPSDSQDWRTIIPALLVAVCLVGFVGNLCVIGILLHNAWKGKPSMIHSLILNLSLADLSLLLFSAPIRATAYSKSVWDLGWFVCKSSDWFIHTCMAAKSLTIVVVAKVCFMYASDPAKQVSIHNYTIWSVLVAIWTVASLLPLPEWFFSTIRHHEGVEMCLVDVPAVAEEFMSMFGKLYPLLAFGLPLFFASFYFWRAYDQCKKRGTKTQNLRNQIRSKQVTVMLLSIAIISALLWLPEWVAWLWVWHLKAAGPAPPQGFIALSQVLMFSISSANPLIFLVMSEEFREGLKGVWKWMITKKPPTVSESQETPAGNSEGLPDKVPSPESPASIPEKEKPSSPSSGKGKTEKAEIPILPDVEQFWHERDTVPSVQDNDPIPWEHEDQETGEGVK
TEAD-YAP block – TEAD-YAP interaction inhibition; actives 1.4% (n = 640,000); inhibition, % at 9.12 µM; AID 1259422; HEK-TIYL cells, TEAD-Gal4/YAP UAS-luciferase luminescence; in the data active = inhibition above about 32%;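 note: 0% = median of test compound wells and 100% = reference inhibitor wells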
FBW7 activator – activators of human E3 ligase FBW7 | normalized activity (activation), % at 26.1 µM | AID 1259310 | Q969H0 | actives 0.13% (n = 650,000) | AlphaScreen FBW7–phospho-cyclin E peptide binding, activator screen; in the data active = normalized activity above about 1.9%;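 note: purified mutant Fbw7 with reduced substrate affinity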
Target sequence (Q969H0 whole entry, looked up): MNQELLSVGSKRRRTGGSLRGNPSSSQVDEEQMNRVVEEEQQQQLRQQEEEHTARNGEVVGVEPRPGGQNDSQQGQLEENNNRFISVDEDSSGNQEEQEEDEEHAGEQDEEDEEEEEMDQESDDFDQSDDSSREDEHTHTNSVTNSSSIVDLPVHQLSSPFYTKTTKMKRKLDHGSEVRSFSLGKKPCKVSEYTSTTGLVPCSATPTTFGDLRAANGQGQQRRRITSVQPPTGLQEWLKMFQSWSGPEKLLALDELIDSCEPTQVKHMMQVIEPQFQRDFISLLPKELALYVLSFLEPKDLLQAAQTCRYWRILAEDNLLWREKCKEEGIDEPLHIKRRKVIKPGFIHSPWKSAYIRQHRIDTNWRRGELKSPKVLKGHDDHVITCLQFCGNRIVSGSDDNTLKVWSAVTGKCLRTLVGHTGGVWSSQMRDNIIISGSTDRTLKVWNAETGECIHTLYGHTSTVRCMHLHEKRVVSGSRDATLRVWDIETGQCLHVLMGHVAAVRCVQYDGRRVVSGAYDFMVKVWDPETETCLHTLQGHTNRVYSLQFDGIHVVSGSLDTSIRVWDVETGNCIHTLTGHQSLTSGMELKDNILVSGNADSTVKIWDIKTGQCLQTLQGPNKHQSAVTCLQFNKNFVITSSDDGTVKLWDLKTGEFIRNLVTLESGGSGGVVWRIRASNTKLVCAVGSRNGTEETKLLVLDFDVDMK
Active calls of the source: *; nt = not tested or not shown; & = joins results of further samples. Compounds as they come; 3.5% or so of the library scored in one or more.

SMILES	MITF primary	GPR151 ag	TEAD-YAP block	FBW7 activator
CCCCC/C=C\C/C=C\C/C=C\C/C=C\CCCC(=O)S[C@H](COCCCCCCCCCCCCCCCC)COP(=O)(O)OCC[N+](C)(C)C	18.5	-0.2	nt	nt
CC(=O)C1=C(O)C(=O)N(c2ccc(C(=O)O)c(O)c2)C1c1ccccc1 (configuration not stated)	9.3	0.9	1.9	-0.1
O=C(CCc1ccccc1)N1CCCC(c2ccn[nH]2)C1 (configuration not stated)	-12.5	-0.7	-16.1	-0.1
O=S(=O)(c1ccc(-c2ccc(S(=O)(=O)N3CCCCCC3)cc2)cc1)N1CCCCCC1	-6.2	0.7	9.2	0.0
CCCc1[nH]c(C(=S)SCC)cc1CC	10.1	1.3	-15.9	0.2
N#Cc1ccc(-c2ccccc2)nc1SCc1ccccc1F	-7.5	2.0	43.0*	0.1
CC(C)(C)c1ccc(-c2n[nH]c(=S)n2N)cc1	6.5	0.4	-23.6	0.0
Cc1ccc(CC(=O)Nc2cccc([N+](=O)[O-])c2C)cc1	10.8	-0.5	1.1	0.1
CCCN(CCC)C(=O)CSc1nc2ccsc2c(=O)n1Cc1ccccc1Cl	14.8	-1.2	3.6	0.7
Fc1cccc(C2CC(c3cccc(Br)c3)Nc3nnnn32)c1 (configuration not stated)	-0.5	0.0	-0.2	0.0
Cc1nc2sc(C(c3cccs3)N3CCN(C)CC3)c(O)n2n1 (configuration not stated)	3.3	-0.3	-4.1	-0.2
CCOC(=O)c1ccc(NC(=O)CNC(=O)c2ccccc2)cc1	7.2	14.6*	1.8	0.6
O=C(C1=C(O)C(=O)N(CCN2CCOCC2)C1c1ccccc1)c1cccs1 (configuration not stated)	12.4	0.7	-4.8	0.1
COc1cc(CN2CCc3nnc(C(NS(C)(=O)=O)C(C)C)n3CC2)cc(OC)c1 (configuration not stated)	5.0	1.2	5.1	-0.1
CCN1C(=O)/C(=C\c2cccc(C(=O)O)c2)SC1=S	4.4	-0.4	-37.9	-0.1
Cc1cc2[nH]c(=O)c(=O)[nH]c2cc1S(=O)(=O)N1CCN(C2CCCCC2)CC1	0.7	1.3	6.7	-0.2
CCOC(=O)NC1(C(F)(F)F)N=C(c2ccccc2)NC1=O (configuration not stated)	6.7	-1.0	-11.9	0.0
O=C1N[C@H](C(=O)N2CCC3(CC2)CC3C(=O)Nc2ccc(-n3cccn3)cc2)CS1 (some centres not stated)	4.5	-0.8	11.7	0.2
CC1(C)OC(=O)C(=CNC(Cc2ccc(O)cc2)C(=O)O)C(=O)O1 (configuration not stated)	-1.2	0.8	-4.5	0.0
Cc1ccc(NS(=O)(=O)c2ccc(Cl)cc2)cc1C	0.8	1.1	-5.2	0.1
COC(=O)C1=C(C)NC2=C(C(=O)CC(c3cccs3)C2)C1c1ccc(Cl)cc1 (configuration not stated)	-9.1	0.9	7.8	-0.1
COC(=O)C1CCN(S(=O)(=O)c2ccccc2)CC1	-4.1	0.6	2.1	-0.1
COc1ccc(NC(=O)C(Cl)(Cl)Cl)c(OC)c1	-4.0	1.5	0.5	-0.1
CCOCCOC(=O)C1=C(C)NC2=C(C(=O)CC(c3ccccc3)C2)C1c1cc2c(cc1Br)OCO2 (configuration not stated)	-8.6	-0.6	-1.6	0.3
CN=C1SC(CC(=O)Nc2ccc(C)cc2Br)C(=O)N1C (configuration not stated)	-0.9	0.1	5.3	0.1
Cc1ccc(/C=N/NC(=O)c2nnn(-c3nonc3N)c2-c2ccc([N+](=O)[O-])cc2)cc1	-1.9	3.3	3.9	-0.1
O=c1c2ccccc2[nH]c(=S)n1CCCN1CCCCCC1	-4.6	0.5	3.1	-0.1
Cc1cccc(Cc2nnc(CCC(=O)N(C)C3CCOC3)o2)c1 (configuration not stated)	5.4	1.9	-12.0	0.8
Cc1noc(C)c1CC(=O)NCc1nc(NCc2ccccc2F)c2cccc(C)c2n1	-7.4	-0.6	0.4	0.1
Cc1cc(C)nc(NS(=O)(=O)c2ccc(NC(=O)CSc3cccc4cccnc34)cc2)n1	8.8	2.2	-0.2	-0.1
O=c1c2ccccc2nc(-c2ccc(Br)cc2)n1NCc1ccc(OC(F)F)cc1	2.5	-1.4	6.9	0.5
Cc1ccc(-n2c(SCc3cccc([N+](=O)[O-])c3)nc3c(sc(=S)n3-c3cc(C)ccc3F)c2=O)cc1	4.2	1.8	6.9	0.0
O=C(Nc1ccccc1C(=O)O)c1cccc(NC(=O)c2ccco2)c1	1.9	0.4	-24.5	0.5
CCOc1ccc2c(=O)c(Oc3ccccc3CC)coc2c1	16.1	-0.9	-29.0	0.0
O=C(Cc1c(F)cccc1Cl)Nc1nnc(C2CC2)s1	-1.3	2.3	-13.7	0.2
Cc1ccc(-c2csc(N)n2)cc1	7.3	3.6	-31.5	-0.2
COc1ccccc1C(=O)C(=O)c1ccccc1	1.4	0.2	8.7	0.3
CC(C)CCN1CCc2nnc(C(NS(C)(=O)=O)C(C)C)n2CC1 (configuration not stated)	-2.5	0.3	-11.4	0.0
O=C1c2ccc(Oc3cccc([N+](=O)[O-])c3)cc2C(=O)N1c1cccc2ccccc12	16.5	0.2	1.0	0.0
Cc1c(N=c2scc(-c3ccc(Br)cc3)n2-c2ccccc2)c(=O)n(-c2ccccc2)n1C	7.6	0.2	-4.3	-0.2
CCCNc1nc(NCCN2CCOCC2)nc2c1ncn2CCN1CCCC1=O	4.6	1.7	1.8	0.0
CC(C)c1cc(C(=O)N2CCC(c3[nH]ncc3-c3ccncc3)CC2)n[nH]1	21.7	1.1	3.6	0.1
Cc1ccc(CN2C(=O)CCC2CCNCCOc2ccc(F)cc2)cc1F (configuration not stated)	43.0	1.3	7.0	-0.1
O=C(Nc1ccc([N+](=O)[O-])cc1)Nc1ccon1	16.4	1.3	61.9*	-0.1
O=C(Nc1cc(Oc2cccc(Cl)c2)cc([N+](=O)[O-])c1)c1ccncc1	8.8	-0.6	4.2	0.0

Quoted at random: 4 entries already listed.
SMILES	MITF primary	GPR151 ag	TEAD-YAP block	FBW7 activator
CC(C)c1cc(C(=O)N2CCC(c3[nH]ncc3-c3ccncc3)CC2)n[nH]1	21.7	1.1	3.6	0.1
Cc1ccc(CN2C(=O)CCC2CCNCCOc2ccc(F)cc2)cc1F (configuration not stated)	43.0	1.3	7.0	-0.1
Cc1ccc(-n2c(SCc3cccc([N+](=O)[O-])c3)nc3c(sc(=S)n3-c3cc(C)ccc3F)c2=O)cc1	4.2	1.8	6.9	0.0
CCOc1ccc2c(=O)c(Oc3ccccc3CC)coc2c1	16.1	-0.9	-29.0	0.0

(list continues)
SMILES	MITF primary	GPR151 ag	TEAD-YAP block	FBW7 activator
c1ccc(Nc2ncc(-c3ccccc3)s2)cc1	10.5	-1.3	-59.1	0.4
Cc1ccc2nc(SCc3ccc(Br)cc3)nc(=O)n2c1	7.0	-2.7	7.2	0.0
CCN1CCN(C(=O)Nc2ccc(F)cc2)CC1	34.7	1.1	17.7	-0.2
CC1CN(C(=O)Cc2ccc(-c3ccccc3)cc2)CC(C)O1 (configuration not stated)	2.4	4.0	8.1	-0.2
CCOC(=O)c1oc2ccccc2c1NC(=O)c1ccc(C)c([N+](=O)[O-])c1	5.0	-1.7	-0.1	0.4
COc1ccc(Cl)cc1NC(=O)CN(Cc1ccc(Br)cc1)S(=O)(=O)c1ccccc1	4.3	1.7	-36.0	0.0
CSc1nc(NC(C)C)nc(N(C)C(N)=O)n1	8.4	0.0	-8.5	-0.4
CCNC(=S)NNc1nc(N2CCCCC2)nc(N2CCOCC2)n1	-9.5&14.8	0.0&0.3	-16.5&-1.1	0.0&-0.1
CCOC(=O)C1(Cc2ccc(Cl)cc2)CCN(C(=O)c2cc(C)nc(N)n2)CC1	6.8	4.2	-2.7	-0.1
O=C(O)CCn1cc(/C=N\NC(=O)c2ccncc2)c(-c2ccccc2)n1	3.2	-1.0	-3.8	-0.1
CC(=O)n1c(/C=C2\C=c3ccccc3=NC2=O)c(O)[nH]c1=S	-12.3	1.6	-5.8	-0.1
O=C1NC(=Nc2ccccc2Cl)S/C1=C/c1cccc(Cl)c1Cl	-0.6	3.5	9.4	0.0
COc1ccc(C(=O)NCCN2CCOC(c3ccccc3)C2)cc1OC (configuration not stated)	-10.4	0.9	-0.6	0.2
Cc1ccc(CNS(=O)(=O)c2ccc([N+](=O)[O-])cc2)cc1	13.6	-1.4	3.1	0.1
CCOC(=O)c1nc(NC(=O)Cn2cnc3c2c(=O)n(C)c(=O)n3C)sc1C	12.3	-0.4	-1.4	0.1
COc1ccc(CNc2ccc3ncc(-c4ccc(N)cc4)n3n2)cc1	-7.4	0.4	6.0	0.1
CCC1CN(CCC(=O)NC2C3CC4CC2CC(O)(C4)C3)Cc2cc(OC)ccc2O1 (configuration not stated)	9.5	-1.2	5.1	0.0
CC1CCCCN1C(=O)CN(Cc1ccccc1Cl)S(=O)(=O)c1ccccc1F (configuration not stated)	-6.6	-1.4	-1.6	0.1
O=S(=O)(c1ccc(N=Cc2ccccc2O)cc1)N1CCOCC1	8.1	0.4	-10.8	-0.1
CC(=O)N/N=C(\C)c1ccc(-n2cnnn2)cc1	4.2	1.8	-69.2	0.3
COC(=O)c1ccc(Nc2c(-c3ccccc3)c(=O)c2=O)cc1	-2.9	3.6	-11.3	-0.1
CC(C)Cn1c(N)c(C(=O)COC(=O)c2cc(F)c(F)cc2Cl)c(=O)n(C)c1=O	-6.6	0.2	5.3	-0.2
COC(=O)COc1ccc(S(=O)(=O)N2CCC(Cc3ccccc3)CC2)cc1C	5.3	-1.9	2.3	0.6
COc1ccc(CN2CCc3c(nc(N4CC(C)OC(C)C4)[nH]c3=O)C2)cc1O (configuration not stated)	16.8	0.4	6.8	-0.1
Cc1nn(C(=O)COc2ccc(Cl)cc2)c(C)c1Sc1ccccc1[N+](=O)[O-]	23.5	-0.6	-12.7	0.1
COC(=O)c1sccc1NC(=O)Cc1ccccc1[N+](=O)[O-]	3.4	-0.6	-0.4	-0.1
CC(C)(C)c1csc(Nc2ccc3cccc(O)c3n2)n1	-10.6	-1.0	-39.6	-0.2
Cc1cccc(C)c1OCCOc1ccc(/C=C2/C(=N)N3N=C(COc4ccccc4)SC3=NC2=O)cc1	-2.6	-1.2	-2.7	-0.1
Cc1ccc(C(=O)Nc2ccc(C(=O)N3CCCCC3C)cc2)cc1 (configuration not stated)	5.5	2.7	-1.8	0.0
Cc1ccc(S(=O)(=O)N2CCC(c3nnc(SCCN4CCCC4)n3C)CC2)cc1	-3.9	0.1	-1.3	0.0

One compound at a time, as listed above:
Entry for O=C1N[C@H](C(=O)N2CCC3(CC2)CC3C(=O)Nc2ccc(-n3cccn3)cc2)CS1 (some centres not stated) = MITF primary: 4.5; GPR151 ag: -0.8; TEAD-YAP block: 11.7; FBW7 activator: 0.2
Entry for CC(=O)C1=C(O)C(=O)N(c2ccc(C(=O)O)c(O)c2)C1c1ccccc1 (configuration not stated) = MITF primary: 9.3; GPR151 ag: 0.9; TEAD-YAP block: 1.9; FBW7 activator: -0.1

Further entries
SMILES	MITF primary	GPR151 ag	TEAD-YAP block	FBW7 activator
O=C1N[C@@H](Cc2ccc(O)cc2)C(=O)N2C[C@@H](NCc3cccs3)C[C@@H]12	2.2	-0.4	0.6	0.1
O=C(CCNC(=O)Cn1ccc2ccccc2c1=O)NCCCN1CCCC1=O	31.1	0.1	4.9	0.1
Cc1cc(C)nc(NS(=O)(=O)c2ccc(NC(=O)CSc3nnc4c5ccccc5n(C)c4n3)cc2)n1	14.4	0.9	9.4	0.1
Cc1cc(NC(=O)COc2ccccc2)nc2c1c(=O)oc1ccccc12	-24.3	0.0	8.7	0.1
O=C(CSc1nnc(COc2ccccc2)o1)c1cccc([N+](=O)[O-])c1	11.8	-0.3	8.0	0.1
O=[N+]([O-])c1ccc(N2CCCC2)cc1NCC(O)c1ccccc1 (configuration not stated)	1.9	-0.3	7.8	-0.4
CCCCCC(=O)N/N=C(\C)c1ccc(OC)c(OC)c1	3.0	-0.5	9.1	-0.1
CCCOc1ccc2c3c(onc13)-c1ccccc1C2=O	5.5	-0.1	-47.9	-0.2
CO[C@H]1COC(=O)C/C=C/[C@@H](C)[C@@H]2C=C[C@H](O)[C@@H](COC(=O)[C@@H](C)NC(=O)C/C=C/[C@@H]1C)O2	-1.5	1.3	nt	0.0
COc1ccc(OC)c(S(=O)(=O)N2CCN(C(=O)c3ccccc3Cl)CC2)c1	14.0	-0.4	2.0	-0.1
O=C(COc1cccc2ccccc12)Nc1ccc(CN2CCOCC2)cc1	2.7	-0.4	9.1	0.0
CCCOc1ccc(/C=N/NC(=S)NCCCN2CCOCC2)c(OCCC)c1	-12.3	-0.6	1.0	0.0
Cc1ccc(NC(=O)C(F)(F)F)c(Br)c1	4.0	-1.0	-2.0	-0.1
CCOc1ccccc1C(=O)Nc1nc2ccccc2s1	-0.9	-0.6	-57.0	0.0
CN1CCN(C(=O)/C=C/c2ccccc2)CC1	11.3	-0.1	-6.4	0.0
COC(=O)c1ccccc1NC(=O)c1sc2cccc(Cl)c2c1Cl	0.9	-1.4	-6.2	0.0
COc1ccc(/C=C/C(=O)NC(=S)Nc2ccccc2O)cc1	9.3	0.8	-29.8	0.0
CCCCN(CC)C(=O)c1cc2c(=O)n3cccc(C)c3nc2n1C	-5.7	0.1	-20.9	0.5
CCCN(CCC)C(=O)c1ccc2c(c1)N(CC)C(=O)c1ccccc1S2(=O)=O	14.7	-0.4	4.2	-0.1
O=C(Nc1ncc(S(=O)(=O)c2ccc([N+](=O)[O-])cc2)s1)c1ccccc1F	8.9	2.1	3.2	0.0
CCc1nnc(SC2(Sc3nnc(CC)n3N)C(=O)N(C)c3ccccc32)n1N	14.5	-1.6	1.1	0.0
O=C(N1CCc2nc(N3CCCC3)[nH]c(=O)c2C1)C1(c2ccc(Cl)cc2)CCC1	-6.4	-0.6	-6.1	-0.2
CC(=N/NC(=O)c1ccc(C)cc1)/C(C)=N/O	-1.4	-1.6	71.0*	-0.2

Bioassay records from PubChem.
